Source: PubChem
14-3-3 Bad PPI = disrupts binding of bovine 14-3-3 zeta to phospho-Bad peptide | 220,000 compounds, 0.71% hits | P63103 | TR-FRET 14-3-3zeta/Dy647-pBad peptide displacement, 1 h | inhibition, % at 21.7 µM;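 active = inhibition above about 70%, limit read from the data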;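 note: 0% = full 14-3-3 plus peptide FRET controls and 100% = background without 14-3-3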
Target sequence (P63103 whole entry, looked up): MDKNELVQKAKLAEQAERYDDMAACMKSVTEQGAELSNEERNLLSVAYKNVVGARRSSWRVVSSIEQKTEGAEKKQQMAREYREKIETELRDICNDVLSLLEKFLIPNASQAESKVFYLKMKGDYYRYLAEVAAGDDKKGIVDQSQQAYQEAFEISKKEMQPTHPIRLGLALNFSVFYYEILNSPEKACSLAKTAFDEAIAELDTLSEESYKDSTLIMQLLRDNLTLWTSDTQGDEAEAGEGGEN
Wee1 degr inh = inhibitors of human Wee1 degradation; P30291; HeLa Luc-Wee1K328M stability, luciferase luminescence; 100% = proteasome inhibitor MG132 effect; reporter increase, % at 5 µM; 220,000 compounds, 1.2% hits; AID 1321;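 active = activation above the mean of all tested compounds plus 3 SD, set per screening run, cut at about 8.8% in these data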;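 note: cells exposed to compound for 20 h before luminescence read; 0% = DMSO alone and 100% = MG132 at 30 µM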
eIF4E 4G PPI = blocks eIF4E binding to eIF4G; inhibition, % at 21.7 µM; 220,000 compounds, 0.37% hits; TR-FRET eIF4E-eIF4GI(517-606) binding, 2 h;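 active = inhibition above about 30%, limit read from the data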;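 note: 0% = full FRET control wells and 100% = background wells lacking eIF4GI fragment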
FXIa inh 1536 = inhibitors of human coagulation factor XIa; P03951; purified FXIa, Boc-Glu-Ala-Arg-AMC fluorogenic substrate; inhibition, % at 5 µM; 220,000 compounds, 0.14% hits; AID 798;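 active = inhibition of at least 40%; inactive = inhibition below 40%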;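 note: fluorescence of freed AMC excited at 355 nm; 0% = enzyme without compound and 100% = no enzyme blank; many of its hits are not listed in these tables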
Target sequence (P03951 19-387 limits assumed): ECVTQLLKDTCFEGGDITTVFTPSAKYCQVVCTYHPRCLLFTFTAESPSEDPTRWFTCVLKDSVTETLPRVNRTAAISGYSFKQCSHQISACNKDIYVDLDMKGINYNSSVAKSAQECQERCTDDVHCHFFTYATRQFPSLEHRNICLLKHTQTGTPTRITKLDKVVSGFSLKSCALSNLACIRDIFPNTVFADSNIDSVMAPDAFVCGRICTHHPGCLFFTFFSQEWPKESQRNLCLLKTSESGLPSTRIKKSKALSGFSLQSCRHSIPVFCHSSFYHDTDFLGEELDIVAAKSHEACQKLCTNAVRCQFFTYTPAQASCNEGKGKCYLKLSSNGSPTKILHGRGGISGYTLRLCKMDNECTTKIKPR
Target sequence (P03951 388-625 limits assumed): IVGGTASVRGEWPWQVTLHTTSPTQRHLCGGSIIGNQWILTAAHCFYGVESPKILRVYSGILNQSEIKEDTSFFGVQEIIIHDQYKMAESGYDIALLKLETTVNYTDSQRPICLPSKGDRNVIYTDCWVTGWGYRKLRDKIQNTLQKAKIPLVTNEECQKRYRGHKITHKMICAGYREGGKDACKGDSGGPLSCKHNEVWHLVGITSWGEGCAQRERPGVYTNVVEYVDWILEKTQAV
Rad51 HR inh = Rad51 (human) homologous recombination inhibition; hRad51 DNA strand exchange, fluorescence dequenching; AID 1385; 200,000 compounds, 0.085% hits; Q06609; inhibition, % at 10 µM;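 active = inhibition above 40% at the single screening dose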;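 note: 0% = DMSO control wells and 100% = blanks with heterologous ssDNA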
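Test system – preformed human Rad51 ssDNA filaments · Reagent – Donor/quencher-labelled 47-bp dsDNA substrate · Incubation – 37 °C 15-min filament assembly, 30-min compound preincubation, 15-min exchange · Signal – FRET fluorescence dequenching, excitation 485 nm, emission 520 nm · Read-out – percent inhibition from fluorescence, normalised to plate control and blank means · Benchmarks – plate control and blank wells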
p97 ATPase inh = human p97 ATPase inhibition | 220,000 compounds, 0.42% hits | AID 1481 | inhibition, % at 8 µM | P55072 | recombinant p97 ATPase, Kinase-Glo ATP luminescence, 3 h; in the data active = inhibition above about 15%;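 note: 0% = DMSO vehicle and 100% = wells lacking enzyme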
FXIIa inh = factor XIIa (human) inhibition; P00748; purified FXIIa, Boc-QGR-AMC fluorogenic substrate, 2 h; inhibition, % at 5 µM; 220,000 compounds, 0.3% hits; AID 800; in the data active = inhibition above about 40%;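 note: 0% = enzyme with no compound and 100% = blank without enzyme; many of its hits are not listed in these tables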
KLK5 inh = kallikrein 5 (human) inhibition; Q9Y337; 210,000 compounds, 0.59% hits; inhibition, % at 5 µM; recombinant hK5, fluorogenic AMC substrate cleavage;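 active = inhibition of 40% or more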;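 note: 0% = enzyme controls without compound and 100% = no-enzyme blanks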
MDM2 E3 inh = blocks human Mdm2 ubiquitin ligase activity | Q00987 | cell-based MDM2 ubiquitination luciferase reporter, 2 h; 0 = plate control, 100 = twice control, blank-subtracted | signal enhancement, % at 5 µM | 210,000 compounds, 0.11% hits | AID 1230;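 active = signal enhancement of 30% or more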;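 note: luminescence tracks abundance of the self-degrading MDM2-luciferase fusion protein; higher signal means inhibition of MDM2 E3 ligase activity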
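Buffer or medium: Cells held in DMEM | Assay system: Stable mammalian line carrying autodegrading MDM2–luciferase fusion reporter | Quantity: 2000 cells/well | Times: 4 h settle plus 2 h compound, 37 °C | Doses: One concentration, 5 µM, with 0.2% DMSO | Technique: Luminescence with SteadyLite reagent, 15 min at room temperature | Benchmarks: Plate controls and plate blanks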
Numbers without * were called inactive; . = not tested or not shown; [ ] = remark or other dose.

Results follow in this order: FXIIa inh	eIF4E 4G PPI	FXIa inh 1536	MDM2 E3 inh	Wee1 degr inh	p97 ATPase inh	KLK5 inh	14-3-3 Bad PPI	Rad51 HR inh
- Cc1cc(NC(=O)/C=C/C(=O)N(CC(=O)NC2CCCC2)c2cccc3ccccc23)no1
 : 3.3	-2.1	-0.1	-1.4	4.7	0.0	-5.4	3.8	10.3
- CCOC(=O)CNC(=O)CCNS(=O)(=O)c1ccc2c(c1)c(=O)n(C)c(=O)n2C
 : 2.7	-4.6	-7.9	-12.7	-0.4	-2.1	-25.6	-0.7	-4.0
- Cc1ccc(C(=O)c2ccc(N3CCOCC3)c(F)c2)cc1
 : 29.5	-1.4[fluorescence artefact?]	21.5	-6.2	0.0	-3.4	-0.2	-1.1	2.5
- Cc1ccc(C(c2nnnn2CC2CCCO2)N2CCN(Cc3ccccc3)CC2)cc1 (stereo not drawn)
 : -0.9	-0.6	-6.7	-11.0	1.2	2.6	-4.8	1.6	-44.3
- CC1(C)C(N(O)C(=O)Nc2ccc(Cl)cc2)N(c2ccc(Cl)cc2)C(=O)N1CC(=O)NN (stereo not drawn)
 : 2.9	4.9	-3.0	4.1	0.4	4.3	-2.2	6.5	0.3
- COc1ccccc1CNC(=O)c1csc(Cc2ccc(Cl)cc2)n1
 : 10.1	-18.6	-3.4	-11.7	-1.6	-5.2	-27.3	-5.1	-0.7
- Cc1c(C(=O)NCCSCc2c(F)cccc2Cl)cnn1-c1ccc(F)cc1
 : 3.5	-0.5	-0.2	-14.1	1.9	-7.7	-2.3	-11.3	4.4
- CCCC(=O)C1=C(O)C(C(=O)OC)C(C)(C)CC1=NC(C)(C)C (stereo not drawn)
 : 10.7	-1.8	-1.5	-11.1	-1.3	-0.6	3.3	1.8	-3.1
- CN=C(Nc1ccc(C(=O)OC)s1)c1ccc(Cl)cc1
 : 4.4	4.8	-1.6	-11.4	2.6	4.2	2.4	-8.7	10.5
- O=C(/C=C/c1ccco1)Nc1ccccc1C(=O)Nc1cccc(C(=O)O)c1
 : 7.3	2.6	2.1	-17.6	8.1	1.4	1.8	8.7	10.8
- O=C(Nc1cccc(-c2csc(Nc3ccc(Cl)cc3)n2)c1)c1cc([N+](=O)[O-])cc(C(F)(F)F)c1
 : 12.2	-2.4	5.0	3.6	.	.	3.9	0.9	-3.3
- COc1ccc(/C=N/N2CCN(C)CC2)cc1OC
 : 2.5	0.7	-5.2	-2.6	-1.4	1.9	0.0	2.8	2.2
- S=C1N(c2ccccc2)C(c2ccccc2)N2CCCN12 (stereo not drawn)
 : 12.6	.	3.1	2.0	-1.9	4.6	-3.8	.	1.4
- Cc1csc(NC(=O)CNC(=O)OCc2ccccc2)n1
 : -0.3	-13.0	3.4	-15.4	-0.8	1.6	-27.5	-19.1[fluorescence artefact?]	1.4
- O=C(COc1ncnc2sccc12)Nc1ccc2c(c1)OCCO2
 : 3.7	-7.8	-0.2	-10.5	4.1	2.5	5.7	-6.6	-2.0
- CC(C)OC(=O)c1cc2c(ccn2C)n1CC(=O)N1CCC(Cc2ccccc2)CC1
 : 13.6	-10.0	-2.5	-5.1	0.3	-8.9	-4.4	-14.7	-9.3
- CCN(CC)S(=O)(=O)c1cc(C(=O)OCC(=O)Nc2cccc(C)c2C)ccc1F
 : 6.7	-1.3	-14.3	-5.0	0.0	2.2	1.3	-3.9	0.0
- CC1CN(c2nc3ccccn3c(=O)c2/C=C(\C#N)S(=O)(=O)c2ccccc2)CC(C)O1 (stereo not drawn)
 : 18.5	3.3[fluorescence artefact?]	2.3	-17.6	-0.9	-0.5	1.4	-3.3[fluorescence artefact?]	-3.2
- NS(=O)(=O)c1ccc(NC(=O)C2(c3ccccc3)CCCC2)cc1
 : 0.2	1.5	-1.4	-3.9	2.2	1.0	-7.3	-1.9	-18.2
- COc1ccc(C(C(=O)NC2CCCC2)N(CCN2CCOCC2)C(=O)c2ccc(OC)c(OC)c2)cc1 (stereo not drawn)
 : 4.1	4.6	-11.0	-17.5	-1.1	-1.3	-2.5	-5.7	2.8
- COc1ccc(OC)c(NC(=O)c2ccccc2N(Cc2ccccc2)S(C)(=O)=O)c1
 : 12.2	1.7	0.4	-2.1	-2.5	2.5	1.4	-19.6	-3.2
- COc1ccc(C(=O)N2c3cc4c(cc3C(C)=CC2(C)C)OCO4)cc1
 : 12.8	1.3	1.4	-1.2	0.4	0.1	-15.0	4.0	-4.6
- O=C(Nc1nc2ccccc2n1CCN1CCOCC1)c1ccc(Cl)cc1
 : -0.9	-2.6	-2.3	-15.6	2.4	-0.9	-6.1	-2.6	11.3
- C=CCNC(=O)CSc1nnc(-c2ccncc2)n1CCc1ccccc1
 : 22.0	0.6[fluorescence artefact?]	12.3	.	3.2	-0.1	2.2	14.5	-1.5
- C=CCNC(=O)c1ccccc1Cl
 : -0.4	-17.5	2.1	-13.7	-3.1	5.7	1.0	-1.2	2.1
- O=C(CSc1n[nH]c(-c2ccncc2)n1)NCCc1ccccc1
 : 18.6	2.2[fluorescence artefact?]	4.9	-8.8	-2.2	0.0	2.7	-0.6	.
- CS(=O)(=O)N1CCC(C(=O)NCc2ccc(F)cc2)CC1
 : -4.9	-7.7	-5.4	-18.8	0.1	-2.2	-19.2	-9.6	-1.2
- O=c1c(-c2c(O)cc(O)c3c(=O)cc(-c4ccc(O)cc4)oc23)c(-c2ccc(O)cc2)oc2cc(O)cc(O)c12
 : 14.8	2.4	3.8	-5.8	.	.	-6.6	17.5	9.0
- CNS(=O)(=O)c1ccc(NC(=O)c2cncc(Br)c2)cc1
 : 5.9	0.0	-2.3	-11.6	-3.7	1.0	-0.6	0.8	7.4
- Cc1ccc(-n2c(C)nn(CCOc3ccccc3)c2=O)cc1
 : -6.3	-0.5	-8.2	-3.8	-0.6	-2.5	-24.7	-0.1	-5.2
- Cc1ccc(-c2nc(C)sc2CC(=O)OCC(=O)Nc2cccc([N+](=O)[O-])c2)cc1
 : 10.8	-3.5	32.0	-2.3	3.7	-5.3	-2.6	6.6[fluorescence artefact?]	33.7
- N#Cc1c(NC(=O)c2cc([N+](=O)[O-])ccc2N2CCOCC2)sc2c1CCCC2
 : 14.3	2.6	-17.0	-2.2	0.7	1.1	-11.9	-0.8	18.6
- O=C(Nc1ccc(F)cc1)c1ccc(CSc2ccccc2)o1
 : 2.5	0.4	6.5	-2.6	-0.5	-3.7	-4.0	2.6	-1.6
- CC(C)C(=O)NCCc1nc2ccccc2n1C
 : 16.6	-0.3	9.6	-7.5	-1.8	0.9	4.7	8.4	6.7
- COC(=O)c1ccc(NC(=O)CN2CCC(NC(=O)c3ccco3)CC2)cc1
 : 12.9	0.5	2.0	-9.3	11.4*	2.5	9.3	-7.2	2.0
- Cc1ccc(S(=O)(=O)Nc2nc(C)c(C(=O)N/N=C/c3ccccc3)s2)cc1
 : 8.5	-1.4	-1.4	-15.7	4.7	-3.3	0.4	-10.2	14.3
- CC(C)(C)c1cc2cccnc2n1Cc1cccc(F)c1
 : 20.1	-7.7	8.7	-9.4	0.1	3.2	-12.7	-14.2	-4.1
- Cn1c(-c2ccc(C=O)s2)nc2c3ccccc3c3ccccc3c21
 : 6.3	-47.3[fluorescence artefact?]	-6.2	-8.3	0.8	2.0	-57.7	-37.5[fluorescence artefact?]	.
- COc1ccc(Cl)cc1C(=O)n1nc(C)cc1C
 : 7.6	7.3	-4.5	-14.8	-0.6	-3.0	9.0	-4.1	-4.8
- COc1ccc(-c2noc(CN(C)S(=O)(=O)c3ccc(C)cc3)n2)cc1
 : 8.8	-4.0	5.9	-7.2	-3.0	-2.2	1.1	6.6	3.5
- CC(C)Cc1nnc(NC(=O)CCC(=O)Nc2ccc(F)cc2)s1
 : 9.2	-10.4	4.3	-3.5	-0.3	3.1	-1.1	-4.5	-3.4
- COc1ccccc1OCC(O)Cn1c(=N)n(CCN2CCCCC2)c2ccccc21 (stereo not drawn)
 : 8.6	5.9[fluorescence artefact?]	4.3	-25.1	-3.3	-1.4	-15.3	-3.4[fluorescence artefact?]	-3.6
- O=C(O)CCC(=O)Nc1ccc(N2CCCCC2)c(C(=O)O)c1
 : 16.3	6.0	10.9	-0.1	-1.3	3.2	-3.6	13.4	-4.9
- COC(=O)c1cccc(NC(=O)/C=C/c2ccc([N+](=O)[O-])cc2)c1
 : 13.6	3.7	-0.4	-0.5	0.8	-2.3	-10.4	6.0	0.3
- N#Cc1ccc(COC(=O)Cn2nnc(-c3ccccc3)n2)cc1
 : 15.5	-0.3	7.3	0.1	1.5	1.8	-21.0	6.2	-1.2
- CC(c1nc2ccccc2c(=O)[nH]1)N1CCN(C)CC1 (stereo not drawn)
 : 21.1	0.2	4.8	-5.1	0.8	0.1	1.9	-5.6	-2.6
- O=C(N/N=C\c1cn[nH]c1-c1ccccc1)c1cccs1
 : 6.9	0.4	-5.4	4.7	-3.0	6.4	-11.3	6.2	.
- CN=c1scc(-c2c[nH]c3ccccc23)n1C
 : -2.0	-2.9	-3.8	-6.1	11.6*	0.4	-6.3	-5.3	12.3
- CN1CCN(c2nnc(-c3ccccc3)c(-c3ccccc3)n2)CC1
 : 4.7	5.9	2.3	-12.6	-0.7	-8.4	16.4	4.8	-10.3
- CC(Nc1c([N+](=O)[O-])c(=O)oc2ccccc12)c1ccccc1 (stereo not drawn)
 : 13.9	3.6	1.0	.	-0.4	0.5	-0.1	-1.7	-7.9

Further records:
Results follow in this order: FXIIa inh	eIF4E 4G PPI	FXIa inh 1536	MDM2 E3 inh	Wee1 degr inh	p97 ATPase inh	KLK5 inh	14-3-3 Bad PPI	Rad51 HR inh
- CCN1/C(=C/C(C)=O)Sc2ccc(OC)cc21
 : 10.9	-0.8	4.4	-1.0	-0.4	-0.2	-3.8	-6.1	1.2
- C[C@@H](C(=O)N1CCN(C(=O)OC(C)(C)C)CC1)n1cc(CCC(=O)O)nn1
 : 10.1	-1.5	4.6	.	7.8	4.4	4.6	-2.2	-3.2
- COCCNC(=O)c1ccccc1NC(=O)Cc1ccccc1
 : 8.8	-1.2	-1.2	-3.3	5.6	3.5	2.7	-5.3	9.9
- Cc1ccc(C)c(OCCOCCN2CCOCC2)c1
 : 28.2	-2.2	20.6	-13.9	-3.1	4.3	-10.2	0.7	-0.4
- C=CCn1c(SCC(=O)NCc2ccccc2)nnc1C1CCCCC1
 : 17.3	-1.6	2.7	-0.6	2.4	-8.6	-7.8	0.3	4.4
- COc1ccc(-n2ncc(C(=O)N3CCN(c4ccc(F)cc4)CC3)c2C)cc1
 : 11.1	-10.4	3.0	-1.8	4.5	0.4	3.8	-5.6	-1.9
- CN(CCOC(=O)c1ccco1)Cc1ccccc1
 : 8.5	-0.7	2.5	-1.7	-3.0	-7.5	-6.9	15.8	-6.1
- CN1CCN(C(=O)c2cnn3c(C(F)F)cc(C4CC4)nc23)CC1
 : 11.2	8.2	-5.2	-13.4	-0.6	2.1	-19.6	-3.3	6.7
- NC(=O)c1c(NC(=O)Cc2cccs2)sc2c1CCC2
 : -1.1	1.3	2.5	3.6	-0.5	-2.5	-2.5	-11.5	2.2

Hits appear at their usual frequency, and some 3.5% of all compounds hit somewhere here.
